Scp-1 inhibitor: Scp-1 (human) phosphatase inhibition. inhibition, % at 20 µM. hit rate 0.88% among 340,000. AID 493091. Recombinant Scp1, phosphopeptide, malachite green phosphate absorbance;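 active = inhibition above about 50% at 20 µM, limit read from the data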;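 note: plate controls were DMSO wells with enzyme for no effect and wells lacking enzyme for full effect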
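assay system = SCP-1 phosphatase catalytic domain, residues 76-261 | buffer or medium = 50 mM Tris acetate pH 5.5, 0.005% Tween-20, 10 mM MgCl2 | incubation = enzyme reaction 45 min at room temperature, colour 5 min, stabilisation 30 min | signal = Phosphate-binding colour reagent, absorbance read at 630 nm | measure = % inhibition at 20 µM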
DNMT1 inh: inhibitors of human DNMT1 | inhibition (reported as % activation of signal), % at 10 µM | AID 588458 | DNMT1 molecular beacon, Hinp1I cleavage, fluorescence | P26358 | hit rate 0.83% among 360,000; in the data active = inhibition above about 50%
LMPTP block: blocks human LMPTP phosphatase; hit rate 0.22% among 360,000; recombinant LMPTP-A, OMFP fluorogenic substrate, fluorescence intensity; P24666; inhibition, % at 20 µM;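 active = compounds that cut the enzyme signal by at least half of the control window in the single-dose screen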;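 note: plate controls were DMSO wells with enzyme plus substrate for no effect and substrate without enzyme for full effect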
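Test system – LMPTP-A phosphatase enzyme · Quantity – 0.625 nM LMPTP-A final · Reagent – OMFP substrate, 400 µM final · Dosing – one test concentration per compound, 20 µM, with 3% DMSO overall · Timing – 50 min enzyme reaction at room temperature, protected from light · Detection – fluorescence intensity · Controls – substrate-only low control, DMSO enzyme-plus-substrate high control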
STEP block: STEP (human) phosphatase inhibition. recombinant STEP, OMFP fluorogenic substrate, fluorescence. inhibition, % at 20 µM. hit rate 0.25% among 360,000. AID 588621;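 active = inhibition at 20 µM, scaled per plate between control wells, above about 37%, limit read from the data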;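 note: 0% = DMSO with enzyme and substrate and 100% = substrate only without enzyme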
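material = STEP tyrosine phosphatase | reagent = fluorogenic phosphatase substrate OMFP at 25 µM final | doses = single compound dose of 20 µM, 1% DMSO final | schedule = 20 min reaction, room temperature, in the dark | measured by = fluorescence, 480/540 nm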
Rin1-Abl PPI inh: human Rin1-Abl interaction inhibition; inhibition, % at 7.35 µM; TR-FRET Rin1/Abl binding, biochemical; hit rate 0.4% among 360,000; AID 588664; P00519+Q13671; in the data active = inhibition above about 5%, passing the limit was not always enough
Rpn11 inh: Rpn11 (human) deubiquitinase inhibition | calls only at 20 µM | hit rate 0.59% among 360,000 | O00487 | human 26S proteasome, Ub4-pepOG fluorescence polarization; 20S core pre-blocked with epoxomicin | AID 588493;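 active = inhibition at 20 µM, scaled to each plate's controls, above about 33%, limit read from the data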
Neddyl block: inhibitors of human cullin neddylation; calls only at 25 µM; hit rate 0.58% among 360,000; TR-FRET cullin neddylation, biochemical; P61081+Q13564; in the data active = inhibition above about 36%
SUMO1 PPI mod: modulators of human SUMO1-mediated protein-protein interactions. P63165. SUMO1 binding to a labelled peptide, TR-FRET, 1 h. inhibition, % at 20 µM. hit rate 0.33% among 360,000. AID 602429; in the data active = inhibition above about 37%
NadD inh: blocks S. aureus nicotinate mononucleotide adenylyltransferase; purified NadD enzyme, colorimetric absorbance read-out; AID 602399; hit rate 0.78% among 360,000; inhibition, % at 20 µM; in the data active = inhibition above about 26%; note: some compounds past the cut are filed as inactive
CSN deneddyl inh: inhibitors of human CSN-mediated cullin deneddylation; Purified CSN, SCF-Nedd8-OG deneddylation, fluorescence polarization; Q92905; inhibition, % at 12.5 µM; hit rate 0.38% among 360,000; AID 651999;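 active = pattern-corrected inhibition above about 35%, with an unprinted fluorescence ratio check between 0.5 and 1.5, limit read from the data, passing the limit was not always enough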;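 note: 0% = enzyme with substrate and 100% = substrate without enzyme; some results filed as inactive read as strong as hits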
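assay system = purified human Csn5 enzyme expressed in HEK293T cells | amount = 0.24 nM enzyme | buffer or medium = Tris/NaCl/DTT buffer, pH 7.5 | reagent = 10 nM SCFSkp2-Nedd8OG | compound = one concentration, 12.5 µM, 0.25% DMSO | times = 90 min reaction at room temperature | signal = FP | read-out basis = % inhibition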
* = called active by the depositor; i = inactive; · = not tested or not shown.

Value order – STEP block, Rpn11 inh, SUMO1 PPI mod, CSN deneddyl inh, Scp-1 inhibitor, LMPTP block, DNMT1 inh, Neddyl block, NadD inh, Rin1-Abl PPI inh
- O=C(Nc1ccc2c(c1)OCO2)c1cc(C2CCCN(C(=O)CCCc3ccccc3)C2)on1 (stereo not drawn)
→ 2, i, 1, -4, ·, 2.1, -1, i, -2, -2
- S=C(c1ccc2c(c1)OCO2)N1CCN(c2cccc(Cl)c2)CC1
→ 5, i, 5, 1, -8, 3.0, -3, i, -2, 3
- O=C(CNC(=O)c1ccc(Cl)cc1)OCn1nnc2ccccc2c1=O
→ 0, i, -2, 3, -8, -1.1, 4, i, -1, 2
- C=CCn1c(SCC(N)=O)nc2nc3c(cc2c1=O)COC(C)(C)C3
→ -2, i, 2, -3, -2, -1.2, 0, i, 0, 0
- Cc1ccc2c(c1)N(C(=O)CCC(=O)NCCN1CCOCC1)CC(C)O2 (stereo not drawn)
→ -6, i, 4, -1, -1, -1.6, 1, i, -1, 2
- Cc1ccc2nsnc2c1NC(=O)COc1ccccc1F
→ -2, i, -11, 1, -3, -1.3, -2, i, -3, 2
- Cc1ccc(CN2CCN(C/C(Cl)=C/c3ccccc3)CC2CCO)o1 (stereo not drawn)
→ -1, i, -3, 5, -1, -1.3, -18, i, -7, -2
- CN(Cc1cccs1)S(=O)(=O)c1ccc(Cl)cc1F
→ -1, i, 11, 1, -7, 0.7, -7, i, -3, -3
- CC(CNC(=O)CC[C@H]1O[C@@H](n2cnc3c(NC(=O)c4ccccc4)ncnc32)[C@H](O)[C@@H]1O)c1ccccc1 (stereo partly drawn)
→ 0, i, 3, -2, ·, -2.1, 1, i, -8, 3
- COC(=O)c1c(C)oc(C)c1S(=O)(=O)N(Cc1ccccc1)C(C)C
→ 2, i, -1, -1, -5, 0.2, 2, i, -7, 2
- Cc1cc(Cl)ccc1OCC(=O)N1CCCCC1
→ -5, i, 1, 0, -7, 0.3, 5, i, 6, 0
- NC(=O)c1cc(S(=O)(=O)NCCCc2ccco2)cs1
→ 0, i, 7, -3, -9, -1.4, 1, i, 1, 1
- CCOc1ccc(-c2nnc3sc(COc4ccccc4)nn23)cc1
→ 3, i, 1, 23, -2, 1.9, 2, i, 6, 1
- Cc1nnc(N2CCOCC2)c2ccccc12
→ -2, i, 0, -2, -3, 1.3, -2, i, 3, -4
- C/C(=N\NC(=S)NC1CCCCC1)c1cccs1
→ 0, i, -3, -9, -3, 1.7, -1, i, 0, 0
- CCOc1cc(/C=N\Nc2ccc([N+](=O)[O-])cc2)ccc1OCC(=O)Nc1ccc(C)c(C)c1
→ -7, ·, -14, 5, 0, 2.6, 42, i, 44*, 0
- COCC(C)n1c(C)cc(C(=O)CSc2ncccn2)c1C (stereo not drawn)
→ -2, i, 3, 0, 1, -2.4, 5, i, -3, -3
- CC(C)CCNC(=O)NC(=O)CSc1nnc(-c2ccccc2Br)o1
→ 0, i, 2, 3, -10, 0.6, -2, i, -6, -3
- O=C(Nc1ccc(Nc2ccccc2)cc1)c1ccco1
→ 1, i, -3, 7, -5, -0.4, -22, i, -7, 0
- COc1ccc(-c2noc(=O)n2Cc2ccccc2Cl)cc1
→ 3, i, 1, 3, -16, 0.7, 0, i, -3, -1
- CCOC(=O)c1cc(C#N)c(SCC(=O)O)[nH]c1=O
→ -2, i, -2, -4, 26, -0.6, 7, i, -2, 2
- COc1ccc(-c2nnc3ccc(SCC(N)=O)nn23)cc1OC
→ -2, i, -10, 5, 3, 2.2, 4, i, -2, -3
- CN(C(=O)CCN1C(=O)c2ccccc2C1=O)c1ccccc1
→ 2, i, -1, -2, -6, 0.8, 2, i, 1, -2
- Cc1ccc(-n2ncc3c(=O)n(CC(=O)N(C)C)cnc32)cc1C
→ -1, i, -1, -2, -2, -0.8, 0, i, 8, 2
- O=C1CCCc2c1nc(-c1ccccc1)n2O
→ 4, i, 3, -2, -2, -0.5, 1, ·, -3, 1
- O=c1[nH]nc(N/N=C/c2ccccc2OC(F)F)c(=O)[nH]1
→ 0, i, -24, 0, -7, -0.5, 1, i, -9, -1
- Cc1ccc(C(=O)N/C(=C\c2cn(S(=O)(=O)N(C)C)c3ccccc23)C(=O)NCCCN2CCOCC2)cc1
→ -3, i, -3, -2, 10, -1.9, 0, i, -6, 0
- CCOP(=O)(OCC)C(O)c1cc(OC)c(OC)c(OC)c1 (stereo not drawn)
→ 0, i, 0, 1, -7, -0.2, 12, i, -3, -1
- O=c1oc2ccccc2n1CCn1c2ccccc2c2nc3ccccc3nc21
→ 3, i, 1, 52*, -8, 73*, 62*, ·, 0, 1
- C=CCN(CC=C)C(=O)Nc1ccc2nc(C)sc2c1
→ -2, i, -3, -3, -10, -1.1, 2, i, 0, 0
- Oc1[nH]c2ccccc2c1N=NC(=S)N1CCOCC1
→ 4, i, -24, 2, -6, -1.1, -1, i, -3, -4
- O=S(=O)(NNc1cccc(Cl)n1)c1ccc(Cl)cc1
→ 0, i, -5, 6, -1, -0.9, 1, i, -3, 5
- Cn1cc(C(=O)N/N=C/c2ccc3c(c2)OCO3)c2ccccc21
→ 0, i, -13, 4, 5, 0.4, -3, i, 2, 0
- CC(C)(C)NC(=O)C(c1ccccc1F)N(Cc1ccco1)C(=O)c1csnn1 (stereo not drawn)
→ -2, i, -1, 5, -8, -1.1, 2, i, -5, -2
- Cc1ncc([N+](=O)[O-])n1CC(=O)Nc1ccc(F)c(Cl)c1
→ -3, i, -7, 1, -5, -0.4, -2, i, 0, 0
- CCn1cc([N+](=O)[O-])c(C(=O)Nc2nc(-c3ccc(C)c(C)c3)c(C)s2)n1
→ 5, i, -3, 3, -8, 0.8, 3, i, 19, -2
- Cc1ccc2oc(=O)c3cnn(CC(=O)Nc4ccccc4N4CCN(C)CC4)c3c2c1
→ 2, i, 1, 0, -12, -1.3, 2, i, -4, 2
- Cc1cccc(C)c1NC(=O)CN(C)C(C)C(=O)Nc1ccccc1-c1ccccc1 (stereo not drawn)
→ -1, i, 0, 1, 6, 1.2, 0, i, 0, -2
- Cc1cccc(NC(=O)c2cc(S(=O)(=O)N3CCC4(CC3)OCCO4)ccc2F)c1
→ -1, i, 1, 2, 3, -0.2, 2, i, -3, 2
- CCn1c(SCC(=O)OC)nc2sc3c(c2c1=O)CC(C)(C)OC3
→ 0, i, -1, 2, -1, 0.2, 2, i, 1, -4
- COc1cc(C(=O)NCCc2ncccc2C)ccc1OC1CCN(C(C)=O)CC1
→ 0, i, -1, -1, -3, -0.8, 2, i, 3, 0
- Cc1nc2c(c(-c3ccccc3)c1C#N)C(=O)c1ccccc1-2
→ 8, i, -24, -3, -12, 0.8, -1, i, -10, 0
- COc1ccc(N2C(=O)[C@@H]3C(c4cccnc4)=NO[C@@H]3C2=O)cc1
→ 0, i, 2, 1, -15, -1.1, -5, i, -3, 2
- CCOC(=O)C1(Cc2cccc(OC)c2)CCN(Cc2cccc3c2OCO3)CC1
→ 0, i, 0, 1, -7, 3.6, -1, i, -3, 0
- Cc1ccc2cccc(OCC(=O)Nc3cccc(S(=O)(=O)N4CCCC4)c3)c2n1
→ 4, i, 3, -2, 7, 2.0, -7, i, -1, 2
- CC1Cc2cc(/C(O)=C3/C(=O)C(=O)N(CCCN4CCOCC4)C3c3ccc(C(C)C)cc3)ccc2O1 (stereo not drawn)
→ 2, i, -4, 4, -6, 2.9, -2, i, 19, -1
- CC(Oc1cccnc1[N+](=O)[O-])C(=O)Nc1ccc(F)cc1 (stereo not drawn)
→ 1, i, -26, 4, 2, -1.3, 0, i, -1, 1
- CC(C)OC(=O)CSc1nnc(-c2cnccn2)n1-c1ccccc1
→ -1, i, 5, 8, -2, -0.7, 4, i, -4, -1
- CC(C)=C1C2CCC1C1C(=O)N(c3nccs3)C(=O)C21 (stereo not drawn)
→ -1, i, 0, -1, -4, -0.9, 0, i, -14, 3
- COc1ccc(-n2c(Cn3nc(C(F)(F)F)cc3C)n[nH]c2=S)cc1
→ -4, i, 0, -1, 0, -2.0, 4, i, 0, 2
- COc1cccc(CN(C)C(=O)c2ccccc2SCC(=O)N2CCCC2)c1
→ 0, i, 8, 7, -6, -1.1, 2, i, 0, 2
- N=c1n(Cc2ccccc2)c2ccccc2n1Cc1ccccc1
→ 0, i, -2, -13, 15, 1.7, 5, i, -1, 2
- COc1ccccc1N(CC(=O)NC1CCCC1)C(=O)CNC(=O)c1cccs1
→ 1, i, 1, 4, 3, -0.7, 5, i, 1, -1
- O=C(NNc1ccccc1[N+](=O)[O-])Nc1ccc(F)cc1F
→ 0, i, -28, 5, -2, 6.3, -1, i, -10, 2
- CC1CC(C)CN(S(=O)(=O)c2ccc3c(c2)CC(C)N3C(=O)C2CCC2)C1 (stereo not drawn)
→ 2, i, 2, 3, -3, 2.6, 1, i, 5, 4
- COc1ccc(S(=O)(=O)N2CCN(C(=O)c3cc(C)on3)CC2)cc1
→ 2, i, 2, -6, -2, -0.9, -2, i, 4, 0
